# Compound activity: PubChem BioAssay, several laboratories
# Yfh1-off respiration: enhancers of respiration in Yfh1-depleted yeast, dose response, Friedreich's ataxia, plus single-dose screen (AID 1465); hit rate 0.074% among 220,000; fold induction at 50 µM, or EC50 in µM where a hit was titrated; S. cerevisiae Yfh1-off respiration, WST-1 reduction, 72 h; higher fold induction means a stronger effect;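 active = fold induction of absorbance versus untreated yeast above a set limit, then at least 30% activation at any dose in follow-up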;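 note: activators that raise dye reduction in frataxin-depleted yeast; strong numbers were not always called active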
# MT stabilize HCS: microtubule stabilizers in HeLa cells, primary screen, imaging, high-content imaging | HeLa tubulin immunostaining HCS, 24 h; share of cells brighter than vehicle mean+2SD | % tubulin-high responders, % at 10 µM | hit rate 0.83% among 200,000;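 active = plate Z-score above 3 for both tubulin-high and condensed-nucleus cell shares, with cell loss under 80%, at 10 µM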;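 note: anti alpha tubulin signal scored within the nucleus-defined area of each cell; some results filed as inactive read as strong as hits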
# Insulin prom up: insulin promoter activators in MIN6 cells, imaging, high-content screening, mouse beta cells. MIN6 insulin promoter-GFP reporter; hits give high values. z-score at 5 µM. hit rate 0.3% among 190,000;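 active = z-score above 3 at 5 µM with at least 500 cells counted in the well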
# bCat nuc transl: modulators of beta-catenin nuclear translocation, primary screen, imaging, HeLa cells, immunofluorescence, high-content; nuclear translocation activity, % at 5 µM; hit rate 0.3% among 190,000;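 active = nuclear translocation activity above 50% at 5 µM, with a well cell count of 50 or more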;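 note: per-cell ratio of nuclear to cytoplasmic median beta-catenin stain intensity; plate controls were DMSO negative control for no effect and GSK-3 inhibitor IX positive control for full effect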
#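 Test system: human HeLa cell line; Doses: 5 µM primary, 0.02–20 µM confirmation; Incubation: 24 h compound exposure, 37°C; Detection: beta-catenin immunofluorescence imaging with DAPI; Read-out: beta-catenin nuclear/cytoplasmic ratio, % activation.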
# M17LAP inhibition: P. falciparum M17LAP inhibitors, primary screen, biochemical, fluorogenic H-Leu-NHMec substrate, 1536-well (AID 1619) | Leucine aminopeptidase (Plasmodium falciparum (isolate 3D7)) | recombinant M17LAP, H-Leu-NHMec fluorogenic kinetic assay; higher % means a stronger effect | inhibition, % at 30 µM; hits with a dose series show IC50 in µM | hit rate 0.38% among 220,000;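 active = compound inhibiting the enzyme by more than half at any dose during confirmatory dose-response retesting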;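 note: plate controls were full reaction with DMSO carrier for no effect and no enzyme background for full effect; strong numbers were not always called active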
# NOD1 inhibition: NOD1 signaling inhibitors, primary screen, cell-based, luminescence, uHTS (AID 1578). hit rate 1% among 290,000. inhibition, % at 4 µM; hits with a dose series show EC50 in µM. NOD1-driven NF-kB luciferase reporter cells, luminescence; higher % means a stronger effect; in the data active = inhibition mostly above about 36%, no sharp cut-off; inactive = mostly below about 34%;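 note: HEK-293T reporter cells stimulated with the NOD1 agonist gamma-tri-DAP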
# NOD2 inhibition: NOD2 signaling inhibitors, cell-based, luminescence, uHTS, HEK293 (AID 1566). HEK293 NOD2/NF-kB luciferase reporter, luminescence; higher % means a stronger effect. inhibition, % at 4 µM, or EC50 in µM where a hit was titrated. hit rate 0.63% among 290,000; in the data active = inhibition above about 50%; note: many of its hits are not listed in these tables
# Dynein transport: inhibitors of GR-EGFP nuclear translocation, primary screen, dynein cargo transport inhibitor project, imaging, high-content, 3617.4 mouse cells; hit rate 0.47% among 220,000; test concentration mostly 20 µM; stimulated with dexamethasone, 1 µM; hits give low values; z-score, hits read low;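 active = plate z-score of nuclear minus cytoplasmic receptor signal below a set negative limit, without overly bright fluorescence or cell loss, cut at about -3.5 in these data, passing the limit was not always enough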;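 note: z-score of nuclear minus cytoplasmic ring GR-EGFP intensity difference per well; some compounds called inactive have numbers as strong as hits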
#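 Buffer or medium – tet-free medium with charcoal-stripped serum · Signal – automated 10x imaging of fixed Hoechst-stained cells · Also added – dexamethasone agonist, 1.0 µM final, for 30 min · Incubation – induction 48 h, compound 1 h, agonist 30 min · Read-out – GR-EGFP nuclear translocation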
# Autophagy HCS: autophagy modulators in MEF cells, primary screen, imaging, high-content, MEF GFP-LC3; hit rate 0.98% among 190,000; AID 463193, 2010; MEF GFP-LC3 puncta imaging; test concentration mostly 10 µM; calls only at 10 µM (by protocol);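 active = percentage of spot-positive cells more than 3 SD above its plate mean, without a fluorescence outlier flag or 80% toxicity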;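 note: spot-positive cell cutoff set from DMSO-treated cells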
# Dynein transport cytoplasmic EGFP: second read-out of Dynein transport, no call of its own (marks repeat the call); z-score; measured here: cytoplasmic GR-EGFP intensity; hits give high values
# Dynein transport nuclear GR-EGFP: also measured in Dynein transport; calls as there; z-score; measured here: nuclear GR-EGFP intensity;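 lower value marks the stronger effect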
# Dynein transport cell count: further read-out of Dynein transport, marked with its call; z-score; measured here: cell count per field
# Insulin prom up cell count: also measured in Insulin prom up; calls as there; cell count; measured here: cytotoxicity, nuclei count;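 total cells summed across four imaged fields per well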
# bCat nuc transl cell count 5 µM: further read-out of bCat nuc transl, marked with its call; cell count; measured here: cell count, cytotoxicity flag
# MT stabilize HCS Hoechst-high %: recorded beside MT stabilize HCS, whose call it bears; % Hoechst-high responders; measured here: nuclear condensation Hoechst responders;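 share of cells brighter than vehicle mean plus two SD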
# MT stabilize HCS cytotoxicity %: further read-out of MT stabilize HCS, marked with its call; toxicity, %; measured here: cytotoxicity by cell density;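 0% = mean cell density of plate MIN control wells and 100% = no cells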
# Autophagy HCS cell loss 18 h: second read-out of Autophagy HCS, no call of its own (marks repeat the call); toxicity, %; measured here: cell loss, nuclei count;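 cell loss after 18 h compound exposure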
# Starred values were filed as active, the others as inactive; i = inactive; . = not tested or not shown. These rows are one share of the data (hit frequency here may not be typical).
SMILES,Yfh1-off respiration,MT stabilize HCS,MT stabilize HCS Hoechst-high %,MT stabilize HCS cytotoxicity %,Insulin prom up,Insulin prom up cell count,bCat nuc transl,bCat nuc transl cell count 5 µM,M17LAP inhibition,NOD1 inhibition,NOD2 inhibition,Dynein transport,Dynein transport cytoplasmic EGFP,Dynein transport nuclear GR-EGFP,Dynein transport cell count,Autophagy HCS,Autophagy HCS cell loss 18 h
O=C(O)C1CC=CCC1C(=O)NCCc1ccccc1 (stereo not given),i,0.7,1.9,5.3,-0.65,952,1.1,1107,42%,5%,20%,0.37,-0.26,0.55,-0.099,i,3
Cc1c(-c2ccccc2)[n+](=O)c2c(n1[O-])CCC2,i,2.9,3.0,5.3,0.44,1198,1.4,956,-1%,-12%,-24%,-0.45,-0.26,-0.31,0.4,i,2
O=C(CSc1nc2ccccc2c(=O)[nH]1)N1CCOCC1,i,3.6,1.9,13,-0.3,1235,0.3,1036,14%,-22%,-3%,-0.94,-0.18,-0.038,0.36,i,5
O=c1cc(N2CCOCC2)[nH]c(=O)n1-c1ccc(Cl)cc1,i,4.7,2.5,8.8,0.13,971,.,.,5%,0%,6%,0.037,0.24,0.33,0.29,i,8
Clc1ccc2[nH]c3c(NCCN4CCOCC4)ncnc3c2c1,i,3.6,2.3,11,-0.18,1264,-0.8,1113,13%,.,-4%,1.3,0.0027,0.97,-0.87,i,15
COc1ccc(CCNS(=O)(=O)c2ccc(C3CNC(=O)C3)cc2)cc1OC (stereo not given),i,2.4,2.3,2.1,0.18,1185,-1.8,1104,2%,9%,0%,0.54,-0.23,0.78,0.23,i,33
O=C(CCSc1nc(-c2ccco2)cc(C(F)(F)F)n1)NCc1ccccn1,i,0.7,1.0,7.4,0.17,1294,-6.6,1257,14%,8%,17%,-0.79,-0.25,-0.26,0.32,i,0
Cc1ccccc1C(C(=O)NC1CCCC1)N(C(=O)Cc1cccs1)c1ccc2c(c1)OCCO2 (stereo not given),i,2.9,2.9,6.8,-1.1,1702,-2.5,1359,-1%,9%,8%,0.42,-0.22,0.59,-0.14,i,36
Cc1cc(-c2sccc2Br)nc(-n2cccc2)n1,i,3.1,3.0,5.3,-0.48,1518,-4.1,1057,1%,-22%,8%,0.2,-0.1,0.82,-1.1,i,11
CC(Cc1ccccc1)NC(=O)CSc1nc2nc3c(cc2c(=O)n1-c1ccccc1)COC(C)(C)C3 (stereo not given),i,3.6,1.8,1.5,1.1,1539,-4.0,1366,9%,0%,-1%,-0.68,-0.22,-0.97,0.13,i,3
Cc1nn(Cc2ccccc2)c(C)c1NC(=O)c1cc2nc(-c3ccco3)cc(C(F)(F)F)n2n1,i,5.0,3.2,7.2,-0.27,857,-2.4,1184,0%,-2%,9%,-0.57,-0.24,-0.19,0.36,i,-10
O=C(CN1C(=O)NC2(CCCC2)C1=O)Nc1ccc(F)cc1,i,1.2,1.5,22,2,850,-1.5,1095,54%,8%,15%,-0.7,-0.031,-0.24,1.2,i,-9
Cc1noc2nc(-c3cccs3)cc(-c3nnc4n3CCCCC4)c12,.,.,.,.,0.21,1076,-1.9,979,.,-29%,-6%,.,.,.,.,.,.
O=C(NCC(=O)N(Cc1ccc(F)cc1)C(C(=O)NC1CCCC1)c1ccco1)c1ccco1 (stereo not given),i,7.1,3.5,7.9,-0.46,1333,-2.2,1026,3%,51%,21%,0.61,0.48,0.81,-1.2,i,2
O=C(Nc1cccc(Cl)c1)C1C2CCC3C(CCC21)C3(Cl)Cl (stereo not given),i,3.7,1.1,1.4,-1.3,1410,-2.3,1121,-33%,73%*,-19%,-0.31,-0.24,-0.11,1.8,i,5
Cc1ccc(C(=O)NCCCNc2ccccc2[N+](=O)[O-])cc1,i,1.9,0.7,0.0,-0.44,1613,1.5,900,-1%,20%,-19%,0.11,-0.066,0.77,-1.6,i,-9
CC(C)CC(=O)Nc1ccc(C(=O)CN2CCC(C)CC2)cc1,i,4.0,2.5,3.4,0.39,1144,-1.1,1079,2%,-8%,10%,-0.44,-0.22,-0.039,-0.27,i,-1
CCC1(C)Cc2c(sc3[nH]c(=O)[nH]c(=O)c23)CS1 (stereo not given),i,12,1.5,19,-0.31,1265,2.6,974,-399%,8%,3%,-0.6,0.51,0.14,2.2,i,19
O=C(c1cccc(C(=O)N2CCN(c3ncccn3)CC2)c1)N1CCN(c2ncccn2)CC1,.,1.3,1.6,11,-0.05,1566,0.6,1350,-1%,-12%,3%,0.055,-0.19,-0.19,-0.0029,i,-8
N#C/C(=N/Nc1ccc(OC(F)(F)F)cc1)C(N)=S,i,.,.,.,.,.,-3.4,1116,11%,26%,-23%,-0.51,-0.25,-0.49,0.048,.,.
O=C(Nc1ccc(Cl)c(Cl)c1)c1ccc(Cn2c(=O)[nH]c3ccsc3c2=O)cc1,i,6.7,6.5,3.2,-0.16,1288,5.9,523,-2%,-31%,1%,-0.7,-0.13,0.38,-0.012,i,16
S=C1CSc2ccccc2N1,i,2.4,2.5,6.7,0.16,1245,-1.4,1156,12%,-17%,-10%,-0.83,-0.31,-0.35,0.11,i,0
CC(C)(C)NC(=O)c1cccc(NC(=O)Cc2ccc(Br)cc2)c1,i,3.8,2.1,0.5,-0.43,1349,-2.5,520,7%,-12%,5%,0.65,-0.22,0.58,-0.1,i,22
CCOC(=O)CSc1nc(C)cc(C)n1,i,1.9,1.4,5.5,0.52,894,.,.,-5%,1%,-5%,1.3,-0.32,0.56,-0.14,i,-6
CCc1ccc2nc(/N=C(\N)NC(=O)c3ccccc3)nc(C)c2c1,i,.,.,.,-0.29,1019,-0.1,1299,-2%,-2%,16%,1.3,-0.24,0.5,-0.31,.,.
CC(Cc1ccccn1)NC(=O)CCc1nnc(C2CCCCC2)o1 (stereo not given),i,2.9,2.4,2.9,0.72,1519,0.1,987,3%,-52%,-16%,0.31,-0.32,0.39,0.092,i,30
c1cc2c3c(cccc3c1)C(N1CCCCC1)=N2,i,3.5,3.6,10,-0.11,1425,-0.9,1114,-17%,-26%,-15%,-0.39,-0.37,-0.16,1,i,39
CC1=NC(=O)C(N=Nc2cccc(O)c2)N1c1ccccc1 (stereo not given),i,2.6,1.7,2.5,-0.31,982,0.1,1004,-29%,-67%,-18%,0.29,-0.23,0.019,0.32,i,-2
Cn1cccc1-c1nc2ccccc2n1Cc1ccccc1,i,1.6,1.9,3.3,-1.1,1334,.,.,2%,-2%,9%,-0.29,-0.28,0.018,0.57,i,0
Cc1cc(C(=O)N/N=C/c2ccc(-c3cccc(Cl)c3Cl)o2)n[nH]1,i,2.6,3.1,10,-0.07,1342,0.9,1177,12%,-10%,-9%,-0.44,-0.17,-0.19,1.4,i,3
CCOC(=O)c1[nH]c(C)c(C(=O)Nc2ccccc2C)c1C,i,31*,62*,59*,1.6,1131,43,298,2%,36%,-12%,0.33,-0.2,0.42,-0.2,i,17
Cc1c(Cl)cccc1NC(=S)NCc1ccccc1,i,2.6,2.1,8.6,.,.,.,.,.,.,.,1,-0.22,1.2,0.65,i,-28
CC(NCCO)C(=O)C12CC3CC(CC(C3)C1)C2 (stereo not given),i,4.6,4.1,7.0,-0.93,1044,-5.9,1047,-3%,-10%,-3%,-0.46,-0.32,-0.13,0.22,i,9
CSc1nnc(C(C)c2ncc(C(F)(F)F)cc2Cl)n1C (stereo not given),i,2.6,2.7,2.7,0.3,1318,-2.6,1030,-3%,-6%,15%,-0.58,-0.22,-0.26,0.53,i,0
O=C(CSc1nnc(-c2ccncc2)n1Cc1ccco1)N1c2ccccc2Sc2ccc(Cl)cc21,i,4.0,1.7,7.5,-0.8,815,-1.8,1239,9%,-30%,4%,-0.94,-0.19,-0.48,-0.39,i,0
CC(=O)c1c(C)[nH]c(C(=O)COC(=O)CNS(=O)(=O)c2ccccc2)c1C,i,6.8,3.0,6.1,0.57,1278,-5.8,977,4%,14%,8%,-0.65,-0.19,-0.15,0.82,i,-15
CC(CCc1ccccc1)NC(=O)/C=C/c1ccc(Cl)cc1 (stereo not given),i,3.2,2.4,7.7,1.5,1396,.,.,-8%,-3%,2%,0.19,-0.21,0.23,-1.1,i,0
COc1cc(NS(=O)(=O)c2ccc(N/C=C(\C#N)c3nc4cc(Cl)ccc4o3)cc2)nc(OC)n1,i,1.5,0.8,11,-1.2,931,-3.8,1149,16%,17%,26%,0.37,0.076,0.68,0.1,i,13
Cc1cccc(N2CCN(C(=O)/C=C/c3ccco3)CC2)c1C,i,2.8,2.6,4.2,.,.,-0.8,957,12%,-19%,0%,-0.7,-0.19,0.43,-0.47,i,2

# Record cards, from the list above. Order of values: Yfh1-off respiration	MT stabilize HCS	MT stabilize HCS Hoechst-high %	MT stabilize HCS cytotoxicity %	Insulin prom up	Insulin prom up cell count	bCat nuc transl	bCat nuc transl cell count 5 µM	M17LAP inhibition	NOD1 inhibition	NOD2 inhibition	Dynein transport	Dynein transport cytoplasmic EGFP	Dynein transport nuclear GR-EGFP	Dynein transport cell count	Autophagy HCS	Autophagy HCS cell loss 18 h
# Cc1c(Cl)cccc1NC(=S)NCc1ccccc1 as listed: i	2.6	2.1	8.6	.	.	.	.	.	.	.	1	-0.22	1.2	0.65	i	-28
# O=C(CN1C(=O)NC2(CCCC2)C1=O)Nc1ccc(F)cc1 as listed: i	1.2	1.5	22	2	850	-1.5	1095	54%	8%	15%	-0.7	-0.031	-0.24	1.2	i	-9
